# Bioassay records from PubChem BioAssay.
# MgcRacGAP inhibition – MgcRacGAP GTPase-activating activity inhibitors, confirmation, biochemical, ADP Hunter fluorescence | MgcRacGAP-stimulated Rac1 GTP hydrolysis, ADP Hunter fluorescence; higher % means a stronger effect; GST-tagged Rac1 F28L mutant substrate | one-dose inhibition, % at 30 µM; IC50 in µM for titrated hits | actives 0.6% (n = 340,000) | AID 624330;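 active means first-screen hits whose inhibition reached a set limit at any dose in the follow-up dose series; inconclusive means inhibition above the set first-screen limit but never retested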;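 further: fluorescence reports GDP produced by GAP-driven GTP hydrolysis; strong numbers were not always called active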
# KOR beta-arrestin-1 – kappa opioid receptor blockers – cell-based, luminescence, uHTS (AID 1778) | KOR beta-arrestin recruitment, luminescence, antagonist mode; higher % means a stronger effect | inhibition, % at 10 µM, or IC50 in µM where a hit was titrated | actives 0.091% (n = 290,000); in the data active means inhibition above about 50%; further: strong numbers were not always called active
# GPR55 beta-arrestin – GPR55 agonists via beta-arrestin recruitment, primary screen, imaging, U2OS cells, beta-arrestin-GFP redistribution (AID 1961). actives 0.048% (n = 290,000). U2OS GPR55 beta-arrestin-GFP redistribution imaging; higher % means a stronger effect. one-dose activation, % at 10 µM; EC50 in µM for titrated hits;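 active means activation above 40% with more than 50 cells counted in the well; inconclusive means wells holding fewer than 50 cells, flagged as toxic or sparse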;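 further: U2OS osteosarcoma cells stably expressing GPR55 and beta-arrestin-GFP; plate controls were DMSO negative control for no effect and LPI positive control for full effect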
# KOR beta-arrestin-2 – kappa opioid receptor activators – cell-based, luminescence, uHTS, primary screen (AID 1777); KOR beta-arrestin recruitment, luminescence; higher % means a stronger effect; one-dose activation, % at 10 µM; EC50 in µM for titrated hits; actives 0.02% (n = 280,000); in the data active means activation above about 50%, passing the limit was not always enough; further: a part of the inactive calls stands beside numbers as strong as those of hits
# GPR55 LPI antagonism – inhibition of LPI-stimulated GPR55 beta-arrestin translocation – imaging, U2OS, beta-arrestin-GFP, LPI agonist, primary screen (AID 2013); U2OS GPR55 beta-arrestin-GFP translocation imaging, LPI antagonism; higher % means a stronger effect; one-dose inhibition, % at 10 µM; IC50 in µM for titrated hits; actives 0.13% (n = 290,000);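 active means spots per cell inhibited over 60%, with over 100 cells counted and total cytoplasm intensity under 500,000; inconclusive means wells with under 100 cells, flagged as likely toxic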;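 further: U2OS cells stably carrying GPR55 and arrestin-GFP stimulated by 5 µM LPI near EC80; imaged beta-arrestin-GFP aggregate spots per cell after agonist stimulation; plate controls were LPI-stimulated DMSO wells for no effect and DMSO wells without LPI for full effect; some results filed as inactive read as strong as hits; confirmed hits need IC50 under 10 µM and bright autofluorescent wells are also inconclusive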
# GPR35 antagonists – GPR35 antagonists blocking zaprinast-driven arrestin recruitment, primary screen, imaging, U2OS, beta-arrestin-GFP, zaprinast agonist (AID 2058). actives 0.052% (n = 290,000). inhibition, % at 10 µM, or IC50 in µM where a hit was titrated. U2OS GPR35 beta-arrestin-GFP translocation imaging, zaprinast antagonism; higher % means a stronger effect;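 active means inhibition of at least 50% with at least 30 cells and total cytoplasm GFP at most 10,000,000; inconclusive means under 30 cells or total GFP of 10,000,000 plus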
# NTR1 ag – agonists of NTR1, primary screen, imaging, U2OS cells, beta-arrestin-GFP, high content (AID 493036). NTR1-U2OS beta-arrestin-GFP spot imaging, agonist mode. activation, % at 20 µM. actives 0.17% (n = 330,000);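 active means activation at or above 40% of the spot to cytoplasm intensity ratio, with at least 20 cells analyzed; inconclusive means wells under 20 cells, flagged as cytotoxic or low count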;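 further: 0% = DMSO without peptide and 100% = 100 nM NTR1 peptide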
# Target sequence (P30989 whole entry, looked up): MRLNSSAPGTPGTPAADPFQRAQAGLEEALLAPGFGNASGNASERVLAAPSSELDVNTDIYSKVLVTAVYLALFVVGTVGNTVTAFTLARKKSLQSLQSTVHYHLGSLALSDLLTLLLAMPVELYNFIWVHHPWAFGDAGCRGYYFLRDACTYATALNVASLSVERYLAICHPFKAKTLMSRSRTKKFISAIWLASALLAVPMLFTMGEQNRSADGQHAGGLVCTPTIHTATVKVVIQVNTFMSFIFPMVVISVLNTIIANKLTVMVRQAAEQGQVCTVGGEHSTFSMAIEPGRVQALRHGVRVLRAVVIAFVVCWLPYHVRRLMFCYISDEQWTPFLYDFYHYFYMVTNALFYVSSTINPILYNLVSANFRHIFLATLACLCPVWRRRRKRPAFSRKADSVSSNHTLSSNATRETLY
# K1F lysis inhibition – protection from phage-mediated lysis, alamar blue read-out – E. coli UTI89, K1F phage, bacterial capsule biogenesis inhibitors (AID 488966); E. coli UTI89 K1F phage lysis, alamar blue, 2 h; higher % means a stronger effect; one-dose inhibition, % at 100 µM; IC50 in µM for titrated hits; actives 0.02% (n = 340,000);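 active means phage lysis inhibition, versus mean bacterial control, above a set limit; inconclusive means no clear call, values can overlap the other calls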;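 further: capsule biogenesis inhibitors block K1F phage lysis so surviving cells raise fluorescence; higher fluorescence means more inhibition of phage lysis; actives were called in the ten point dose series up to 300 µM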
# NOD1 NF-kB reporter – inhibition of NOD1-driven NF-kB reporter – cell-based, luminescence, uHTS, primary screen (AID 1578); NOD1-driven NF-kB luciferase reporter cells, luminescence; higher % means a stronger effect; inhibition, % at 4 µM; hits with a dose series show EC50 in µM; actives 1% (n = 290,000); in the data active means inhibition mostly above about 36%, no sharp cut-off; inactive means mostly below about 34%;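 further: HEK-293T reporter cells stimulated with the NOD1 agonist gamma-tri-DAP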
# NTR1 ag cell count 20 µM – also measured in NTR1 ag; calls as there; cell count; measured here: cell count, cytotoxicity flag
# Numbers without * were called inactive; ? = inconclusive; . = no result given; [ ] = remark or other dose. These rows are one share of the data; count on the stated rates, not on these rows.
SMILES,MgcRacGAP inhibition,KOR beta-arrestin-1,GPR55 beta-arrestin,KOR beta-arrestin-2,GPR55 LPI antagonism,GPR35 antagonists,NTR1 ag,NTR1 ag cell count 20 µM,K1F lysis inhibition,NOD1 NF-kB reporter
Cc1cc(C)nc(OC(C(=O)O)C(OCc2ccccc2)(c2ccccc2)c2ccccc2)n1 (stereo not drawn),12%,-84%[20 µM],1.2%,3.0%,-2%,-6%,1.7,68,2.1%,-15%
CCc1nnc(NC(=O)CSc2nc(N)c(NC(=O)c3ccc(OC)cc3)c(=O)[nH]2)s1,2%,29%,0.2%,-0.3%,11%,-8%,1.5,79,0.0%,-24%
NS(=O)(=O)c1ccc(NC(=S)N2CCN(S(=O)(=O)c3ccc(F)cc3)CC2)cc1,.,-28%,0.3%,0.3%,0%,13%,2.6,47,.,-18%
CCCOC(=O)c1ccc(NC(=O)c2cc(OC)c(OC)c(OC)c2Br)cc1,-6%,35%,0.0%,-5.5%,-9%,11%,4.1,86,1.5%,-18%
CCC(=O)N(CCC(c1ccc(C)cc1)c1ccco1)Cc1ccco1 (stereo not drawn),3%,20%,-0.2%,-0.8%,8%,12%,2.3,55,-1.2%[50 µM],-3%
C/C(=N\Nc1nc2ccccc2s1)c1cccs1,16%,9%,-0.2%,0.3%,16%,25%,4.4,84,3.5%,-8%
CCOCC(=O)Nc1ccccc1C(=O)O,-7%,1%[20 µM],-0.1%,2.3%,-6%,16%,0.7,48,-0.2%,-34%
CCCN1CCN(CCNC(=O)Nc2cc(C)ccc2C)CC1,7%,38%,0.0%,1.6%,2%,22%,-0.6,97,0.9%[50 µM],-1%
O=S(=O)(Nc1ncccn1)c1ccc(Nc2ncnc3ccccc23)cc1,1%,37%,0.2%,-7.7%,13%,7%,0.3,47,0.3%,-12%
S=C(NCc1ccc2c(c1)OCO2)NCc1ccc2c(c1)OCO2,3%,-30%,0.1%,6.1%,6%,-6%,1.5,55,1.6%[50 µM],-11%
Fc1ccc(-n2[nH]nnc2=S)cc1N1CCCC1,20%,-31%,0.3%,-0.1%,-4%,-4%,-0.5,52,-0.2%,-26%
Cc1ccc(NC(=O)c2ccccc2F)cc1S(=O)(=O)N1CCCCCC1,-2%,-1%,-0.5%,-2.4%,-14%,-8%,2.5,60,0.4%,-42%
Cc1ccc(N2C(=O)[C@@H]3[C@H](C2=O)C2c4ccccc4C=NN2[C@@H]3C(=O)c2ccc(Cl)cc2)cc1 (stereo partly drawn),2%,0%,0.9%,8.1%,14%,-8%,1.0,90,-0.2%,6%
O=C(c1cccc(S(=O)(=O)N2CCOCC2)c1)N(Cc1ccc(F)cc1)Cc1ccco1,5%,-38%[20 µM],-0.1%,-3.8%,1%,-1%,0.6,40,-0.3%,-25%
CCN1C(=O)C2(C(C#N)=C(N)Oc3n[nH]c(-c4ccc(Cl)cc4)c32)c2ccccc21 (stereo not drawn),3%,10%,0.0%,4.2%,-4%,12%,4.4,87,-1.0%,-12%

# A second format for part of the listing above:
SMILES	MgcRacGAP inhibition	KOR beta-arrestin-1	GPR55 beta-arrestin	KOR beta-arrestin-2	GPR55 LPI antagonism	GPR35 antagonists	NTR1 ag	NTR1 ag cell count 20 µM	K1F lysis inhibition	NOD1 NF-kB reporter
O=S(=O)(Nc1ncccn1)c1ccc(Nc2ncnc3ccccc23)cc1	1%	37%	0.2%	-7.7%	13%	7%	0.3	47	0.3%	-12%
S=C(NCc1ccc2c(c1)OCO2)NCc1ccc2c(c1)OCO2	3%	-30%	0.1%	6.1%	6%	-6%	1.5	55	1.6%[50 µM]	-11%
Fc1ccc(-n2[nH]nnc2=S)cc1N1CCCC1	20%	-31%	0.3%	-0.1%	-4%	-4%	-0.5	52	-0.2%	-26%
Cc1ccc(NC(=O)c2ccccc2F)cc1S(=O)(=O)N1CCCCCC1	-2%	-1%	-0.5%	-2.4%	-14%	-8%	2.5	60	0.4%	-42%
Cc1ccc(N2C(=O)[C@@H]3[C@H](C2=O)C2c4ccccc4C=NN2[C@@H]3C(=O)c2ccc(Cl)cc2)cc1 (stereo partly drawn)	2%	0%	0.9%	8.1%	14%	-8%	1.0	90	-0.2%	6%
O=C(c1cccc(S(=O)(=O)N2CCOCC2)c1)N(Cc1ccc(F)cc1)Cc1ccco1	5%	-38%[20 µM]	-0.1%	-3.8%	1%	-1%	0.6	40	-0.3%	-25%
CCN1C(=O)C2(C(C#N)=C(N)Oc3n[nH]c(-c4ccc(Cl)cc4)c32)c2ccccc21 (stereo not drawn)	3%	10%	0.0%	4.2%	-4%	12%	4.4	87	-1.0%	-12%

# The list goes on.
SMILES,MgcRacGAP inhibition,KOR beta-arrestin-1,GPR55 beta-arrestin,KOR beta-arrestin-2,GPR55 LPI antagonism,GPR35 antagonists,NTR1 ag,NTR1 ag cell count 20 µM,K1F lysis inhibition,NOD1 NF-kB reporter
O=C1C2=C(NC(=S)NC2c2ccc(Cl)cc2)NC(c2ccc(Cl)cc2)N1c1ccc(Cl)cc1 (stereo not drawn),5%,-6%,-0.1%,-2.8%,4%,-17%,7.2,98,0.1%,14%
Cc1ccnc(NC(=O)c2ccc3[nH]c(=O)c(=O)[nH]c3c2)c1,-1%,1%,-0.3%,4.9%,10%,-5%,-0.3,41,0.4%,-21%
Cc1ccc(-c2csc(N3CCN(c4cc5c(cc4Cl)nc(C)n5CCN4CCCCC4)CC3)n2)cc1,5%,.,-0.1%,.,7%,-5%,18,45,0.5%,27%
CCC(C)(C)n1nnnc1C(c1cccs1)N1CCN(c2nc3ccccc3s2)CC1 (stereo not drawn),4%,8%,-0.2%,-1.4%,3%,14%,4.9,47,2.1%[50 µM],-11%
O=C(C1CC1)N1CCN(c2nc3ccccc3s2)CC1,7%,-20%,-0.2%,1.9%,-3%,10%,-0.5,56,0.4%[50 µM],-59%
CCN(C(=O)c1cn(C)c(=O)c2cc(OC)c(OC)cc12)c1cc(OC)ccc1OC,-6%,-10%,0.3%,3.3%,-15%,-26%,-1.7,45,-1.4%,-10%
O=C(N/N=C/c1cccc(Oc2ccccc2)c1)c1cc[n+]([O-])cc1,4%,12%,-0.4%,-3.8%,0%,-4%,-1.1,75,0.3%,-8%
O=c1nc(-c2ccccc2)c2cc(Br)ccc2[nH]1,3%,-4%,-0.1%,-0.1%,-13%,-6%,0.3,48,0.3%,-34%
O=C(CN(CC1CCCO1)C(=O)CNS(=O)(=O)c1ccc(F)cc1)NCc1ccco1 (stereo not drawn),8%,-5%,-0.2%,2.0%,-1%,1%,-0.2,44,0.0%,-22%
CC1CCCCC1NC(=O)/C(C#N)=C/c1ccccc1F (stereo not drawn),17%,.,1.4%,0.3%,8%,2%,4.3,78,-0.2%,10%
COc1ccc(C=O)cc1COc1ccc(C)cc1[N+](=O)[O-],8%,-72%,-0.1%,-1.9%,-11%,3%,0.7,71,2.4%,15%
COCCNC(=S)NCCc1ccc(Cl)cc1Cl,4%,10%,0.5%,-1.2%,99%,-10%,1.4,49,-0.5%,-4%
O=C(O)c1ccccc1C(=O)Nc1n[nH]c(=S)s1,?,-7%,0.0%,-5.0%,0%,13%,-0.6,41,-0.3%,2%
COc1cc(/C=C2\SC(=S)NC2=O)ccc1OS(=O)(=O)c1ccccc1,.,-27%,-0.1%,0.5%,5%,-5%,12,81,.,4%
O=C(c1ccc(-c2nnc(Nc3cccc(Cl)c3)c3ccccc23)cc1)N1C[C@H]2C[C@H](C1)c1cccc(=O)n1C2,5%,22%,-0.1%,-0.4%,-4%,4%,4.3,51,0.1%,.
COc1ccc(C(=O)Nc2nncs2)c(OC)c1,2%,7%,-0.1%,-1.6%,4%,21%,-2.8,46,8.1%,-24%
Fc1ccc(Nc2ncnc3sccc23)cc1,5%,-15%,0.6%,-4.4%,-11%,-14%,-0.6,44,2.7%,17%
O=C1CC(N2CCN(S(=O)(=O)c3ccc(Cl)cc3)CC2)C(=O)N1CCc1ccccc1 (stereo not drawn),5%,42%,-0.1%,3.2%,-2%,-8%,1.7,54,0.5%,-20%
Nc1ccccc1NC1=CC(=O)CC(c2ccco2)C1 (stereo not drawn),13%,-11%,-0.1%,-0.7%,1%,-13%,-0.4,42,0.7%,-12%
CC(C)Sc1nnc([C@@H]2CCCN2C(=O)OC(C)(C)C)o1,0%,-40%,-0.1%,0.1%,-1%,3%,0.2,39,0.6%,-42%
CSCC[C@H](NC(=O)N1CCn2c1nc1ccccc12)C(=O)NCC1CCCO1 (stereo partly drawn),9%,.,-0.2%,.,9%,-14%,1.6,53,0.0%,-31%
COCc1cc(C)nc(OC)c1C(N)=O,0%,-2%,0.3%,-1.0%,11%,-2%,-1.2,56,0.3%,-14%
O=C1c2ccccc2C(=O)N1CCc1ccccn1,12%,5%,-0.1%,-2.2%,3%,6%,1.5,57,-1.7%,-15%
O=Cc1ccc(N2CCCC2)c([N+](=O)[O-])c1,3%,-6%,-0.2%,-1.9%,8%,6%,-1.0,27,-0.2%,-41%
O=C(NCC1CC1)Nc1cccc(Cl)c1,5%,26%,-0.1%,-2.3%,-7%,-1%,-1.2,81,-0.1%,-10%
O=C(N/N=C/C(Cl)=C\c1ccccc1)c1cnccn1,-4%,-2%,-0.1%,2.4%,6%,17%,-0.1,67,-6.0%,-7%
Cc1cc(C(=O)COC(=O)c2ccc(CO)cc2)c(C)n1CC1COc2ccccc2O1 (stereo not drawn),11%,4%,-0.4%,-1.3%,10%,9%,9.1,80,-0.2%,-5%
O=C(COC(=O)c1ccc(O)cc1)NCCCc1ccccc1,-5%,1%,1.4%,1.5%,0%,14%,.,.,0.9%,-16%
COc1ccccc1NC(=O)N1CCN(C(=O)c2ccco2)CC1,6%,13%,-0.1%,-3.1%,11%,17%,2.2,55,0.0%,-16%
CC(=O)c1cn(CC(=O)Nc2ccc(C)cc2C)c2ccccc12,1%,-50%,-0.2%,-0.8%,6%,15%,1.6,36,8.0%,16%
Oc1ccc(CN2CCCc3ccccc32)c2cccnc12,3%,33%,0.0%,-2.8%,9%,-4%,1.2,62,0.8%,-11%
COc1cc(OC)cc(C(=O)N[C@H](C(=O)NCCc2ccc(S(N)(=O)=O)cc2)C(C)C)c1,5%,-61%,-0.4%,7.0%,-9%,7%,-0.6,64,-0.8%,16%
